Screening results as filed in PubChem BioAssay.
HT1080 cytotoxicity = HT1080 cell viability loss – fluorescence readout (AID 620). HT1080 viability, fluorescence; higher % means a stronger effect. cytotoxicity, % at 10 µM, or EC50 in µM where a hit was titrated. hit rate 0.42% among 87,000; in the data active = cytotoxicity above about 50%;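 also: cells exposed to compound overnight then 4 h with Alamar Blue; 0% = vehicle DMSO and 100% = killing control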
Starred values were filed as active, the others as inactive. A portion of the library. The share of hits here may be higher or lower than overall.

SMILES	HT1080 cytotoxicity
O=C(Nc1ccc(Cl)c(Cl)c1)C1CC(=O)N(c2ccc(Br)cc2)C1 (stereo unspecified)	5.0%
C=CCn1c(SCC(=O)/C(C#N)=C(\C)N)nc2sc(C)c(C)c2c1=O	0.6%
N#Cc1nc(Cc2cccc3ccccc23)oc1NCCN1CCOCC1	-6.7%
Cc1csc(N(C(=O)c2cccc(S(=O)(=O)N3CCCC3)c2)c2ccccc2)n1	18.8%
CCc1ccc2nc(SCC(=O)N3CC(=O)Nc4ccccc43)c(C#N)cc2c1	-5.8%
CCn1c2ccc(OC)cc2c2nc3ccccc3nc21	9.7%
O=S(=O)(c1ccc(-c2nc3ccccc3s2)cc1)N1CCCC1	-2.5%
Cc1cc(C)c2c(N)c(-c3nc4ccccc4[nH]3)sc2n1	11.3%
COc1ccccc1N1CCN(/N=C/C=C\c2ccco2)CC1	1.5%
Cc1nn(C)c(C)c1/C=C/C(=O)c1cccs1	5.7%
COC(=O)c1noc(-c2ccc(C)cc2)n1	-19.6%
CC(C)n1c(NCCc2ccccc2)nc2c1c(=O)n(C)c(=O)n2C	5.1%
CCOC(=O)N1CCN(C(=O)C2CCN(S(=O)(=O)c3ccc(C)cc3)CC2)CC1	-10.5%
CCN(CC)C(=O)CSc1nc2nc(C)cc(C)c2c(=O)[nH]1	-8.7%
Cc1c(CCO)c(=O)n(-c2ccccc2)n1S(=O)(=O)c1c(Cl)cc(Cl)cc1Cl	-11.5%
CCOC(=O)C1=C(C)N(CCCC(=O)O)C(=O)NC1c1ccc(OC)cc1 (stereo unspecified)	-5.6%
CC(C)Oc1ccc(C2CC(=O)N(c3ccc(N(C)C)cc3)C2=O)cc1 (stereo unspecified)	-2.8%
O=C(Cc1ccc(Br)cc1)N1CCN(c2ccc(F)cc2)CC1	-16.4%
O=C1CCC(C(=O)NCc2cccnc2)N1 (stereo unspecified)	10.5%
CC1(C)Cc2c(cnn2-c2ccccc2)C(=O)/C1=N\NC(=O)c1ccccc1N	2.9%
O=C(N/C(=C/c1cccs1)C(=O)N1CCCCCC1)c1ccccc1	-0.2%
Cc1nn2c([nH]c(=O)c3ccccc32)c1C=O	-7.4%
Cc1cccc(CCNS(=O)(=O)c2ccc(S(=O)(=O)N3CCCCC3)cc2)c1	3.2%
CCCCN(C(=O)CNC(=O)c1ccco1)C(C(=O)NC1CCCC1)c1ccc(OC)cc1 (stereo unspecified)	-5.9%
CCOC(=O)C1C(c2ccccc2)C(C(=O)OCC)C1c1ccccc1 (stereo unspecified)	0.1%

Reprinted from the part before: six entries, then new ones.
SMILES	HT1080 cytotoxicity
CC1(C)Cc2c(cnn2-c2ccccc2)C(=O)/C1=N\NC(=O)c1ccccc1N	2.9%
O=C(N/C(=C/c1cccs1)C(=O)N1CCCCCC1)c1ccccc1	-0.2%
Cc1nn2c([nH]c(=O)c3ccccc32)c1C=O	-7.4%
Cc1cccc(CCNS(=O)(=O)c2ccc(S(=O)(=O)N3CCCCC3)cc2)c1	3.2%
CCCCN(C(=O)CNC(=O)c1ccco1)C(C(=O)NC1CCCC1)c1ccc(OC)cc1 (stereo unspecified)	-5.9%
CCOC(=O)C1C(c2ccccc2)C(C(=O)OCC)C1c1ccccc1 (stereo unspecified)	0.1%
COc1cc(/C=N/NC(=O)c2nc(C)cc(C)n2)ccc1O	-0.5%
CCN(CC)c1ccc(C=Nc2ccc(N(C)C)cc2)c(O)c1	18.9%
Cc1cc(C=O)c(C)n1-c1cc(C(F)(F)F)ccc1N1CCOCC1	-4.0%
CC1=C(C(=O)OCc2ccccc2)C(c2ccc([N+](=O)[O-])cc2)NC(=O)N1CCCC(=O)O (stereo unspecified)	-14.8%
Cc1cc(C)nc(N2CCN(CC(=O)NCc3ccccc3)CC2)n1	6.5%
COc1cccc(OC)c1C(=O)NC(C)c1ccccc1 (stereo unspecified)	-3.2%
CCC1=C2CC[C@H]3C(=O)N(c4ccccc4)C(=O)[C@H]3[C@H]2[C@@]2(Cc3ccccc3)C(=O)N(CC(=O)OC)C(=O)N2C1=O	14.4%
COc1ccc(C(C#N)Nc2ccc(C)cc2)cc1 (stereo unspecified)	-6.4%
Cc1noc(NS(=O)(=O)c2ccc(N/C=C\C(=O)c3ccc4c(c3)OCO4)cc2)c1C	-8.4%
O=C(CN(C1CCCCC1)S(=O)(=O)c1ccccc1)NCc1ccco1	-8.8%
Cc1c(C=O)c2ccccn2c1C(=O)c1ccncc1	1.7%
CC1(C)C(=O)OC(c2ccco2)C(C)(C)C1=O (stereo unspecified)	1.5%
CCC(C(=O)Nc1cc(C)on1)c1ccccc1 (stereo unspecified)	-15.5%
CCOc1ccc(OCC)c(NC(=O)C2CCN(S(=O)(=O)c3cccnc3)CC2)c1	4.8%
CCCCNC(=O)NC1(C(F)(F)F)Oc2ccccc2O1	8.4%
CCN(CC)S(=O)(=O)c1ccc(-c2nnc(SCC(=O)Nc3ccc(OC)c(OC)c3)o2)cc1	17.2%
Cc1ccc(NC(=O)CCn2cccc2)cc1C	-3.6%
CCC1=C(OC(=O)c2ccccc2)C(C)(C)C(c2ccccc2)OC1=O (stereo unspecified)	2.3%
COc1ccc(C(=O)n2cnnc2N)cc1	-5.8%
O=C(O)CCC(=O)N1N=C(c2cccs2)CC1c1cn(-c2ccccc2)nc1-c1ccccc1 (stereo unspecified)	-2.1%
NC(=O)C(c1ccccc1)C1CCCCC1 (stereo unspecified)	5.9%
Nc1nnc(SCC(=O)NC2CCCCC2)s1	-5.4%
COc1ccccc1CNc1cc(C)ccc1C	-13.0%
CCCCC(=O)Nc1sc(C(=O)N(CC)CC)c(C)c1C(=O)OC	-2.9%
Cc1nn(Cc2ccc([N+](=O)[O-])cc2)c(=O)n1N(C)c1ncc(C(F)(F)F)cc1Cl	-5.4%

(continued)
SMILES	HT1080 cytotoxicity
CCN(CC)C(=S)Sc1c(-c2ccccc2)c2cc(Cl)ccc2[nH]c1=O	-14.5%
Nc1c(C(=O)NCc2ccco2)c2nc3ccccc3nc2n1CCc1ccc(F)cc1	16.0%
COc1ccc(C2CC(=O)c3cnc(Nc4cc(C)cc(C)c4)nc3C2)cc1 (stereo unspecified)	6.3%
COc1ccccc1N1CCN(C2CCN(S(=O)(=O)c3ccc4ccccc4c3)CC2)CC1	15.2%
C=CCn1c(SCC(=O)NCCc2ccccc2)nnc1C(C)NC(=O)c1cccs1 (stereo unspecified)	2.0%
Cc1ccc(CNCC2CCCO2)o1 (stereo unspecified)	6.7%
CN(Cc1ccccc1)C(=O)NC1CCCCC1	-11.2%
CC(C)Nc1nc(NC(C)C)nc(N(C#N)CCOc2ccc(Cl)cc2Cl)n1	-19.3%
Cc1cccc(N2C(=S)N=C(Nc3c(C)cccc3C)C23CCOC(C)(C)C3)c1 (stereo unspecified)	-6.3%
CCCC[C@@H]1C[C@H]1C(NS(=O)(=O)c1cccc2cccnc12)c1ccc(-c2ccccc2)cc1 (stereo partly specified)	-11.3%
CCc1nc2oc3cc(OC)ccc3c(=O)c2c(=O)n1Cc1ccccc1	-7.0%
N#C/C(=N\Nc1ccccc1F)C(=N)N1CCCCC1	-5.5%
Cc1ccc(S(=O)(=O)N2CCN(C(C)C(=O)N3CCCc4ccccc43)CC2)cc1 (stereo unspecified)	5.1%
COc1ccc(CNc2nc3nc(C)cc(C)n3n2)cc1	16.2%
CS(=O)(=O)N(CC(=O)N1CCCC1)c1cc(Cl)c(Cl)cc1Cl	-1.1%
Cc1ccc(Cn2c(SCC(=O)NCC3CCCO3)nc3c(sc4ccccc43)c2=O)cc1 (stereo unspecified)	-0.3%
CCCCC1CC(CSC(=N)N)OC1=O (stereo unspecified)	-0.6%
CC(CC(=O)NCc1cccnc1)c1ccccc1 (stereo unspecified)	-12.2%
Cc1c(CN(C)C(=O)c2sc3cc(Cl)ccc3c2Cl)cnn1C	5.7%
O=C(NCCNS(=O)(=O)c1ccccc1)N1CCOCC1	0.0%
COC(=O)/C(C#N)=C1/C=Cc2ccccc2N1C	-8.1%
COC(=O)C1=C(COc2ccccc2)NC(=O)NC1c1ccc(Cl)cc1 (stereo unspecified)	-14.4%
CC1CC(C)CN(C(=O)c2ccccc2Nc2ccc(SC(F)F)cc2)C1 (stereo unspecified)	-5.3%
CC(C)CNC(=O)COc1ncnc2ccccc12	-7.5%
COc1ccccc1C(=O)Nc1cc2ccccc2oc1=O	-6.3%

The closing 5 entries of the section before are carried over, then new ones follow:
SMILES	HT1080 cytotoxicity
COC(=O)/C(C#N)=C1/C=Cc2ccccc2N1C	-8.1%
COC(=O)C1=C(COc2ccccc2)NC(=O)NC1c1ccc(Cl)cc1 (stereo unspecified)	-14.4%
CC1CC(C)CN(C(=O)c2ccccc2Nc2ccc(SC(F)F)cc2)C1 (stereo unspecified)	-5.3%
CC(C)CNC(=O)COc1ncnc2ccccc12	-7.5%
COc1ccccc1C(=O)Nc1cc2ccccc2oc1=O	-6.3%
CC(C)CN1C(=O)C(=O)N(CC(=O)NCc2ccc3c(c2)OCO3)C1=O	-12.5%
Cc1ccc2c(c1)c1c(n2CC(O)Cn2ccnc2C)C(=O)CCC1 (stereo unspecified)	-5.2%
O=C(Cn1c(=O)n(CC2CCCO2)c(=O)c2ccccc21)c1ccc(Cl)c(Cl)c1 (stereo unspecified)	14.1%
COc1ccc(Cc2nc(-c3cccc(C)c3)no2)cc1	-5.2%
COc1cccc(CN(Cc2ccco2)S(=O)(=O)c2ccc(S(=O)(=O)NCc3ccccc3)cc2)c1OC	-12.8%
Cc1cc(NC(=O)c2cccs2)n(-c2ccccc2)n1	-4.2%
Cc1ccc(/C=N/NC(=O)Cn2nc(C)c(Br)c2C)o1	-8.6%
O=C(c1ccco1)N1CCN(c2nc(-c3ccc(F)cc3)cs2)CC1	-8.1%
CCNC(=O)CN(CCc1ccccc1)S(=O)(=O)c1ccc(OC)cc1	-6.6%
CCOC(=O)CCCSc1nc2sc3c(c2c(=O)[nH]1)CCC3	-2.7%
Cc1cccc(NCN2C(=O)C3C4C=CC(C4)C3C2=O)c1 (stereo unspecified)	-0.2%
Cc1cccc(-c2oc(C)c(C)[n+]2[O-])c1	0.9%
CC1CC(N(C(=O)c2ccco2)c2ccccc2)c2ccccc2N1C(=O)c1ccco1 (stereo unspecified)	-20.7%
Cc1ccc(N2C(N)=C(C#N)C(c3ccsc3)C3=C2CC(C)(C)CC3=O)cc1 (stereo unspecified)	-5.0%
CC(C)c1ccc(NC(=O)C(c2ccccc2)N2CCC3(CC2)OCCO3)cc1 (stereo unspecified)	-15.8%
CCC1CCCCN1Cc1ccc(OC)c(C)c1C (stereo unspecified)	6.4%
Cc1c(NC(=O)CSc2nc3ccc(Cl)cc3[nH]2)c(=O)n(-c2ccccc2)n1C	3.7%
COc1ccc(N(CC(O)CN2C(=O)NC(C)(C)C2=O)S(=O)(=O)c2ccccc2)cc1 (stereo unspecified)	-2.0%
C=CCN(c1ccccc1)S(=O)(=O)c1cccc(C(=O)O)c1	8.8%
COCC(C)n1c(C)cc(C(=O)CSc2nnc(Nc3ccccc3F)s2)c1C (stereo unspecified)	8.1%
COc1ccc(NC(=O)c2ccccc2NC(=O)COc2ccccc2)cc1	0.9%
COc1ccc(C(=O)COC(=O)CNC(=O)C2CCCCC2)c(OC)c1	-4.3%
Cc1cccc(N2C(=O)C(Cl)=C(Nc3c(C)n(C)n(-c4ccccc4)c3=O)C2=O)c1C	6.6%
Cc1ccc(CN(C(=O)c2sc3ccccc3c2Cl)C2CCS(=O)(=O)C2)cc1 (stereo unspecified)	-10.3%
CN(C)C(=O)CCN1CCOCC1	-8.9%

(list continues)
SMILES	HT1080 cytotoxicity
O=C(O)c1ccc(S(=O)(=O)N2CCCCCC2)cc1	-6.7%
CCOc1ccc2c(c1)-c1c(ssc1=S)C(C)(C)N2C	-16.0%
Cn1nc(-c2ccc(C(=O)Nc3cccc(Cl)c3)cc2)c2ccccc2c1=O	-17.1%
CCCc1nc2sc3c(c2c(=O)n1NC(=O)CCCl)CCCC3	-10.8%
CCn1c(SCC(=O)Nc2ccc(C(=O)OC)cc2)nc2cccnc21	3.6%
Cc1nc2ccccc2c(=O)n1NC(=O)Cc1ccc(Br)cc1	-10.3%
Cc1oc2cc(O)ccc2c(=O)c1Oc1ccc2ccccc2c1	8.9%
CC(=NCc1ccco1)c1c(C(F)(F)F)[nH]n(-c2nc3ccccc3s2)c1=O	14.4%
COC(=O)c1cc(OC)c(OC)cc1NC(=O)c1ccc(C)o1	2.4%
COc1cccc(CN(CC(=O)NC2CCCC2)C(=O)Cn2nnc(-c3cccs3)n2)c1	-6.5%
CC(=O)NC1=NC(=O)C(C)S1 (stereo unspecified)	-14.7%
Cc1cc(NC(=O)CCC(=O)N(CC(=O)NCC2CCCO2)c2ccccc2C)no1 (stereo unspecified)	-6.9%
Cc1ccccc1N=C(NOCc1ccc(Cl)cc1Cl)c1nonc1N	-16.2%
CS(=O)(=O)Nc1ccc(C(=O)Nc2ccc3c(c2)OCCO3)cc1	-0.1%
Cn1cnc([N+](=O)[O-])c1Nc1ccc(O)cc1	9.5%
COc1cc2c(cc1OC)C1(Nc3c-2c(Cc2ccccc2)nn3-c2ccccc2)C(=O)Nc2ccccc21 (stereo unspecified)	-5.8%
O=C(c1cc2c(ccc3ccccc32)oc1=O)N1CCCC1	8.2%
O=C(Nc1cc(Cl)ccc1N1CCCCC1)c1cccs1	-3.6%
CN1c2ccsc2C(O)=C(C(=S)Nc2ccc(F)c(Cl)c2)S1(=O)=O	10.7%
Cc1ccc(Cc2nnc3n(-c4cccc(C)c4)nc(C(=O)c4ccccc4)n3c2=O)cc1	-6.0%
COc1ccccc1-c1nnc(SC2CCc3ccccc3NC2=O)s1 (stereo unspecified)	-10.2%
Cc1ccc2c(=O)c(C(=O)NCc3cccs3)c[nH]c2c1	-8.4%
CCOC(=O)c1cnc(SCc2nc(N)nc(Nc3ccccc3OC)n2)nc1N	0.0%
COc1cccc(Nc2nnc(SCC(=O)N(CC(C)C)CC(C)C)s2)c1	21.7%
COC(=O)CNC(=O)CSc1nnc(-c2ccc(OC)cc2)n1CC(C)C	-11.9%
CC(=O)N1CCN2C(=O)C1CCCC(=O)c1cc(C(C)C)ccc12 (stereo unspecified)	-4.2%
O=S(=O)(Nc1nc2ccc(S(=O)(=O)N3CCCC3)cc2s1)c1ccc(F)cc1	1.8%
Cc1nc(-c2ccccc2)cs1	-9.7%
O=C(CN1C(=O)c2cccc3cccc1c23)NCc1ccccn1	-0.8%
O=C1OC(Nc2ncccn2)c2ccccc21 (stereo unspecified)	-9.9%
